# Screening data (PubChem)
# Giardia kill = Small Molecules that selectively kill Giardia lamblia: qHTS; Giardia lamblia trophozoite viability; hit rate 0.15% among 340,000; activity change, % at 7.66 µM, hits read low; in the data active = activity change below about -80%; inconclusive = between about -30% and that limit;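 also: parasites exposed to compound for two days anaerobically before the ATP read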
#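 Viability, read as ATP luminescence: trophozoites at 100 cells/well, compound added, 48 hrs anaerobic at 37 deg C, then 15-30 min room-temperature development before reading.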
# KCNH2 WT inh = qHTS for Inhibitors of KCHN2 3.1: Wildtype qHTS; activity change, % at 1.84 µM; hit rate 0.37% among 340,000; U2OS, BacMam KCNH2, thallium flux FluxOr; hits give low values; AID 720551, 2013;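 active = maximum activity change below -70%; inconclusive = maximum activity change between -70% and -50%; inactive = maximum activity change above -50%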
# Target sequence (Q12809 whole entry, looked up): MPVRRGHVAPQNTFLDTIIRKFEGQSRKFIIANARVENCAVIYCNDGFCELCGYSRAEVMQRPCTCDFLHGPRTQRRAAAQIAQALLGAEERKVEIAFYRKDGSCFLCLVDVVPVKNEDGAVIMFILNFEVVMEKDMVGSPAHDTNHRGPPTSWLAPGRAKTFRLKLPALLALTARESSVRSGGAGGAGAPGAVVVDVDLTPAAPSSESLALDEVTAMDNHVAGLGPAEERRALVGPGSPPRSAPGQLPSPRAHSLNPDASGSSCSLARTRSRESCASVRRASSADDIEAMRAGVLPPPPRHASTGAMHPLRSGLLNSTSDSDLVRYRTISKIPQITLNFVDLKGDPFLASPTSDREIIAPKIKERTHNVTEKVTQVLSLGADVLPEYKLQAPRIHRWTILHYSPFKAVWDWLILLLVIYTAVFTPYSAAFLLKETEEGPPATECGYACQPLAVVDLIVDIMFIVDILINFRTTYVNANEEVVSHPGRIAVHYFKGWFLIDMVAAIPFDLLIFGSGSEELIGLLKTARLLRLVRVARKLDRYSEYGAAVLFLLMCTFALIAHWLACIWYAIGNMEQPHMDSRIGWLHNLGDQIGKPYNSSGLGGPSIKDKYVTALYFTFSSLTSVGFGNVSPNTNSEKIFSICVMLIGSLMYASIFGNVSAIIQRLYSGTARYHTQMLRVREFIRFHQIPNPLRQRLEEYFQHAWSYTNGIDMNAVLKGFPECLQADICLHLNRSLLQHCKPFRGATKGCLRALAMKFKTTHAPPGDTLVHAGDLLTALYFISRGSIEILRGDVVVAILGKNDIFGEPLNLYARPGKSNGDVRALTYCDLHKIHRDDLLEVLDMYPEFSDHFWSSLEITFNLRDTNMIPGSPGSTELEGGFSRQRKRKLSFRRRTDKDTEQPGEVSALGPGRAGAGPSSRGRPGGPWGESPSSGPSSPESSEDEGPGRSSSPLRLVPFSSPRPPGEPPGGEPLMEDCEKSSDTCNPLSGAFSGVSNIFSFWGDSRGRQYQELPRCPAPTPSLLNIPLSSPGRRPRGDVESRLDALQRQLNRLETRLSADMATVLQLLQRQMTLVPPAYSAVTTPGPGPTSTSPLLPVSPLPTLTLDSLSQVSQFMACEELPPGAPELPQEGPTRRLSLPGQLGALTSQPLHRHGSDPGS
#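 U2OS cells transduced with wild-type KCNH2 virus are loaded with FluxOr dye for 45 min, and thallium flux is measured in kinetic reads before and after stimulation buffer. Rate constants are normalized to DMSO controls.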
# KCNH2 3.1 block = qHTS for Inhibitors of KCHN2 3.1: Mutant qHTS; activity change, % (tested at about 1.8 µM); hit rate 0.95% among 340,000; U2OS KCNH2 3.1, thallium flux FluxOr; hits give low values; Potassium voltage-gated channel subfamily H member 2, brain isoform KCNH2 3.1 (human);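 active = maximum activity change below -70%; inconclusive = maximum activity change from -70% to -50%; inactive = maximum activity change above -50%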;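 also: thallium influx rate constant from kinetic fluorescence after stimulation buffer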
#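 FluxOr-based Tl+ influx in U2OS cells transduced with KCNH2 3.1 virus; rate constants normalized to DMSO controls.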
# uPA generation = qHTS for Inhibitors of Cell Surface uPA Generation; cell surface uPA generation assay, qHTS; Potency, µM (top dose mostly 38.3 µM), inactives show top-dose activity change, negative = inhibition, hits mostly inhibitors; hit rate 0.31% among 330,000; AID 540303, 2011; active = well fitted inhibition curve with a large enough effect; inconclusive = small, poorly fitted or top-dose-only effect; inactive = no such curve, though single readings can be large or run the other way; tested in mouse RAW 264.7 cells; also: potency is read from the fitted curve at half-maximal effect; nearly all actives have a fitted effect of over 55% in size
# * hit, by the source's call; ? = inconclusive. % is scaled to controls: 0 for no effect and ±100 for the full control effect. These rows are one share of the data. The share of hits here may be higher or lower than overall.
no.	compound	Giardia kill	KCNH2 WT inh
1	COP(=S)(OC)Oc1ccc(Sc2ccc(OP(=S)(OC)OC)cc2)cc1	0	0
2	Cc1cc(Br)ccc1NC(=O)CN(C)C(=O)C1CCN(c2ncnc3sc(C)c(C)c23)CC1	25	-6
3	CC12CC1(C)C(=O)N(c1cc(Cl)cc(Cl)c1)C2=O (stereo not drawn)	22	-4
4	O=C(COc1ccccc1)Nc1nc2cc3c(cc2s1)OCO3	-23	-1
5	Nc1ncnc2c1ncn2[C@@H]1O[C@H](COP(=O)(O)CP(=O)(O)O)[C@@H](O)[C@H]1O	2	-12
6	Cc1ccc(NS(=O)(=O)c2cccc(C(=O)NC3CCN(Cc4ccccc4)CC3)c2)c(C)c1	-4	-2
7	COc1ccc(-c2cn3c(C)c(C(=O)N4CCCc5ccccc54)sc3n2)cc1	-4	1
8	CCOC(=O)[C@]12Cc3cc(OC)c(OC)cc3[C@H]1N(Cc1ccccc1)C(=O)c1ccccc12	-21	-15
9	C=CCCC1(C2=CCCCC2)C(=O)NC(=O)NC1=O	-3	-10
10	NC(Cc1ccc(O)cc1)C(=O)NN=Cc1ccc(N(CCCl)CCCl)cc1 (stereo not drawn)	-20	-33
11	CCNc1nc(NC(C)(C)C)nc(SC)n1	-15	-8

no.	KCNH2 3.1 block	uPA generation
1	11	18%
2	-32	?
3	17	?
4	1	?
5	4	?
6	-102*	?
7	6	?
8	-6	-27%
9	6	5%
10	-12	-8%
11	-11	-24%

# A different layout for part of the listing above.
nr | molecule | Giardia kill | KCNH2 WT inh | KCNH2 3.1 block | uPA generation
4 | O=C(COc1ccccc1)Nc1nc2cc3c(cc2s1)OCO3 | -23 | -1 | 1 | ?
9 | C=CCCC1(C2=CCCCC2)C(=O)NC(=O)NC1=O | -3 | -10 | 6 | 5%

# Record cards (already shown). Screens in order: Giardia kill, KCNH2 WT inh, KCNH2 3.1 block, uPA generation
# Shown for `COc1ccc(-c2cn3c(C)c(C(=O)N4CCCc5ccccc54)sc3n2)cc1` : -4, 1, 6, ?
# Shown for `CCOC(=O)[C@]12Cc3cc(OC)c(OC)cc3[C@H]1N(Cc1ccccc1)C(=O)c1ccccc12` : -21, -15, -6, -27%

# From entry 10 to 11, copied from above:
no.	compound	Giardia kill	KCNH2 WT inh
10	NC(Cc1ccc(O)cc1)C(=O)NN=Cc1ccc(N(CCCl)CCCl)cc1 (stereo not drawn)	-20	-33
11	CCNc1nc(NC(C)(C)C)nc(SC)n1	-15	-8

no.	KCNH2 3.1 block	uPA generation
10	-12	-8%
11	-11	-24%
